Source: PubChem (several laboratories)
MazF activator = activators of E. coli MazEF toxin-antitoxin RNase, primary screen, biochemical, fluorescence, uHTS; FAM/BHQ RNA-DNA oligo cleavage fluorescence, 5 h; activation, % at 20 µM; hit rate 0.32% among 350,000; in the data active = activation above about 50%
Target sequence (P0AE70 whole entry, looked up): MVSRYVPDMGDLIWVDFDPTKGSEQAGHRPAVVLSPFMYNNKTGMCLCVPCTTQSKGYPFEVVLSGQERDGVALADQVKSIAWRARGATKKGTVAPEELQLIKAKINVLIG
3CLpro inhibitor = SARS-CoV 3CLpro protease inhibitors, primary screen, biochemical, quenched FRET; Replicase polyprotein 1ab (Severe acute respiratory syndrome coronavirus), P0C6X7; recombinant SARS-CoV 3CLpro, quenched FRET peptide cleavage; inhibition, % at 6 µM; hit rate 0.14% among 290,000; AID 1706, 2009; in the data active = inhibition above about 12%
PrPC surface inh = inhibitors of human cell surface prion protein PrPC, primary screen, cell-based, TR-FRET; Major prion protein (Homo sapiens), P04156; TR-FRET read-out; inhibition, % at 13.8 µM; hit rate 0.43% among 370,000; in the data active = inhibition above about 24%; note: 0% = median of the test wells and 100% = reference compound wells
CCHF vOTU inh = CCHFV vOTU protease inhibitors, primary screen, biochemical, Pep-AMC substrate, fluorescence | hit rate 0.55% among 370,000 | inhibition, % at 11.5 µM; in the data active = inhibition above about 30%; note: 0% = vehicle wells with enzyme and 100% = no enzyme wells
PriA SSB inh = inhibitors of Klebsiella pneumoniae PriA binding to SSB C-terminal tail, primary screen, biochemical, AlphaScreen; PriA–SSB C-terminal tail interaction (Klebsiella pneumoniae); AlphaScreen SSBct-PriA binding, biotinylated peptide; inhibition, % at 33 µM; hit rate 0.6% among 430,000; in the data active = inhibition mostly above about 37%, no sharp cut-off; inactive = mostly below about 20%;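 note: plate controls were negative control peptide for no effect and reference peptide for full effect; strong numbers were not always called active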
Vc quorum ag = inducers of Vibrio cholerae quorum light production without autoinducers, primary screen, BH1578 luxS cqsA deficient, single point | V. cholerae BH1578 lux reporter, luminescence, 6 h | activation, % at 18.7 µM | AID 588436, 2011 | hit rate 0.16% among 350,000; in the data active = activation mostly above about 9.7%, no sharp cut-off; note: not every result past the cut was called active; inactives centre near 0; reference of the scale not given here
DUSP3 inh = VHR1 phosphatase inhibitors, primary screen, biochemical, absorbance, uHTS; hit rate 0.52% among 290,000; Dual specificity protein phosphatase 3 (Homo sapiens), P51452; inhibition, % at 13.3 µM; recombinant VHR phosphatase, pNPP absorbance; in the data active = inhibition above about 50%; note: some compounds called inactive have numbers as strong as hits
Target sequence (P51452 whole entry, looked up): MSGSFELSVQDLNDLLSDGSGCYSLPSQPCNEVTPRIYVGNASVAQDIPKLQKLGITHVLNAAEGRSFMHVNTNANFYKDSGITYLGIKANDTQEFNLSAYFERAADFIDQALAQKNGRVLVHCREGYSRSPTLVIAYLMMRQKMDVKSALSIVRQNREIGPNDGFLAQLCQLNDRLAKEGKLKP
Rv3671c inh = Rv3671c serine protease inhibitors, primary screen, biochemical, fluorescence polarization, M. tuberculosis H37Rv | P9WHR9 | inhibition, % at 5.96 µM | hit rate 0.048% among 320,000 | AID 2606, 2010; in the data active = inhibition above about 38%;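 note: extracellular domain of Rv3671c used as enzyme; 0% = enzyme with DMSO and 100% = no enzyme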
Target sequence (P9WHR9 whole entry, looked up, the tested form may be a part): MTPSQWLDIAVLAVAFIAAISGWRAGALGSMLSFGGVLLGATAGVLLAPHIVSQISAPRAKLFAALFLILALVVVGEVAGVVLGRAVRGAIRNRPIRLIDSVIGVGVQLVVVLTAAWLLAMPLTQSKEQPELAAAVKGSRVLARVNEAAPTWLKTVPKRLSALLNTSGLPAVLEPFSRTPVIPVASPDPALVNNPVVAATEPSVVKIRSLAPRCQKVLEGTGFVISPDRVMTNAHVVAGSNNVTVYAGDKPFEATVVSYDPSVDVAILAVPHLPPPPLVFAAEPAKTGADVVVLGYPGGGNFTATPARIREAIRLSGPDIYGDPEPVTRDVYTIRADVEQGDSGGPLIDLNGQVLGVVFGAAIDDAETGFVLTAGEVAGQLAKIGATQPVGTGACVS
Yp Topo-I inh = Yersinia pestis topoisomerase I inhibitors, primary screen, biochemical, cleavage product accumulation, plate reader, single point; DNA topoisomerase I (Yersinia pestis CO92); Y. pestis Topo-I cleavage product accumulation; activity, % at 10 µM; hit rate 0.064% among 360,000; AID 504884, 2011; in the data active = activity above about 50%, passing the limit was not always enough; note: inactives centre near 2
TcdB inh = TcdB glycohydrolase inhibitors, primary screen, biochemical, single point, plate reader. Toxin B (Clostridioides difficile), P18177. TcdB glycohydrolase enzymatic assay. inhibition, % at 9.99 µM. hit rate 0.24% among 350,000; in the data active = inhibition above about 10%
Numbers without * were called inactive; i = inactive; nt = not tested or not shown; & = joins results of further samples.

SMILES	MazF activator	3CLpro inhibitor	PrPC surface inh	CCHF vOTU inh	PriA SSB inh	Vc quorum ag	DUSP3 inh	Rv3671c inh	Yp Topo-I inh	TcdB inh
O=C(O)c1cc(-c2ccc(/C=C3\NC(=O)N(c4ccc(Cl)cc4)C3=O)o2)ccc1Cl	-3	2	8	5	0	-0.3	22	5	5	-1.5
Cc1oc2cc(Br)c(O)c(Br)c2c1-c1ccccc1	-4	1	nt	nt	17	i	13	-8	0	nt
COc1ccc(CC2C(=O)NC(=O)NC2=O)c(OC)c1	4	-3	2	-5	-1	-1.2	-1	-7	0	nt
COc1ccccc1-c1cc(C(F)(F)F)nc(S(=O)(=O)CCCC(=O)O)n1	-5	0	-9	11	-13	-0.3	16	-5	-9	nt
O=C(NCCc1ccc(Cl)cc1)c1cc(S(=O)(=O)N2CCCC2)ccc1F	-1	nt	-3	1	nt	-7.6	nt	nt	15	-0.1
O=c1cnc2ccccc2n1Cc1ccccc1C(F)(F)F	0	3	8	1	-11	-0.3	48	-1	-8	1.6
O=C(N/N=C\c1ccc([N+](=O)[O-])o1)c1cncc(Br)c1	-9	3	-12	50*	nt	-0.7	10	-4	-3	1.0
CC1C(C#N)=C(N)OC2=C1C(=O)CCC2 (configuration not stated)	0	5	-1	8	-5	i	0	3	-1	nt
O=C(O)c1cc2c(ccc3ccccc32)oc1=O	nt	-2	-13	-231	nt	-0.3	10	-1	2	nt
N#CCCn1c(=O)n(CCC#N)c2ccccc21	4	-1	8	11	-3	-0.3	-12	0	4	0.8
Cc1ccc(-n2[nH]c(C)c(/C=N/Nc3ccc([N+](=O)[O-])cc3[N+](=O)[O-])c2=O)cc1C	-2	-3	-5	-1	nt	i	50*	4	-6	nt
O=C(CCCCCn1nnc2ccccc2c1=O)Nc1ccccc1Cl	1	2	3	-12	-10	-15	nt	-1	1	0.1
CCOC(=O)C1=C(C)N(C[C@@H]2CC[C@@H](Cc3ccc(-c4ccccc4)cc3)O2)C(=O)NC1C1CC1 (some centres not stated)	2	nt	7	6	-9	i	nt	nt	40	0.9
CCCCNC(=O)CC(=O)Nc1ccccc1C(=O)O	7	-4	-3	3	-13	-0.3	0	-11	5	nt
COCCn1c(SCC#N)nnc1-c1ccc(OC)cc1	6	-4	5	-1	3	i	4	-2	-1	nt
CCCC(=O)N1CC2(CCC)CN(C(=O)CCC)CC(CCC)(C1)C2=O	1	-4	-5	-1	-3	i	6	7	0	nt
Cc1ccccc1C(=O)NC(=S)Nc1ccc(S(=O)(=O)N2CCOCC2)cc1	-10	-3	6	8	6	-0.3	10	14	-1	nt
COc1ccc(CN2CCN(C(=O)c3c(-c4ccccc4)noc3C)CC2)cc1F	0	nt	-7	7	-9	i	nt	1	12	-0.2
CC(=O)N1CCCc2cc(S(=O)(=O)NCCC3=CCCCC3)ccc21	-4	1	13	12	-3	-8.3	-15	-2	26	nt
CC(C)n1cnc2c(Nc3cccc(Cl)c3)nc(N(CCO)CCCO)nc21	3	nt	nt	nt	9	i	-12	-4	-6	nt
O=C(COC(=O)COc1ccc(Br)cc1)NC1CCCCCC1	4	nt	1	-6	-12	1.6	nt	0	30	-0.3
O=C1C2C3C=CC(CNS(=O)(=O)c4ccccc4)(O3)C2C(=O)N1c1ccc(Cl)cc1 (configuration not stated)	1	-3	4	3	1	i	10	-8	2	0.1
O=S(=O)(c1ccc(-c2n[nH]c(=S)o2)cc1)N1CCCC1	11	0	6	16	3	i	-5	0	7	-11
COc1ccc(CN2C(=O)NC(=O)/C(=C/c3ccc(OC)c(OC)c3OC)C2=O)cc1	6	10	-7	-9	nt	-0.4	32	-6	-10	-0.6
CC(NC(=O)c1cc(S(=O)(=O)N(C)C)ccc1Cl)C1CC2CCC1C2 (configuration not stated)	-2	2	-1	-15	-5	i	6	12	-11	-0.8
CCOC(=O)C1(CC)NC(c2ccc(N(C)C)cc2)C2C(=O)N(C)C(=O)C21 (configuration not stated)	-4	2	-1	-2	3	i	10	-2	-4	nt
Cn1cc(S(=O)(=O)NCc2ccco2)c(=O)n(C)c1=O	-4	2	5	4	-12&-5&-20	-0.2	36	-3	5	1.6
CC(C)c1nc(CNC(=O)C2CCC(=O)N(CCc3ccc(Cl)cc3)C2)no1 (configuration not stated)	0	4	-2	-11	-21	-1.0	2	-14	7	1.6
O=C(Cc1ccc(-n2c(=O)c3sccc3n(CC(=O)Nc3ccccc3F)c2=O)cc1)NCc1ccco1	-8	-5	2	-10	-7	i	11	-2	10	0.4
CC(C)C(=O)NC(NC1CCS(=O)(=O)C1)C(Cl)(Cl)Cl (configuration not stated)	4	-1	-4	-9	-2	-0.3	17	4	4	1.4
O=S1(=O)N=C(N2CCCc3ccccc32)c2ccccc21	5	0	2	11	-8	nt	-1	3	-5	nt
O=C(NC1CC1)c1sccc1-n1cccc1	-1	7	1	23	-17	i	16	1	4	nt
Cn1c(=O)cc(SCC(=O)N2CCN(c3ccccn3)CC2)c2ccccc21	-2	-2	-9	-2	1	i	8	-7	8	nt
Cc1cc(C)c(C)c(S(=O)(=O)Nc2ccc(OCC(=O)O)cc2)c1C	-9	2	-6	1	-4	-0.3	-24	-2	-5	1.1
Fc1cccc(Cl)c1Cn1nnc2c(-n3ccnc3)ncnc21	10	0	2	6	8	-5.9	4	3	0	nt
O=C1CN(C(=O)COC(=O)c2ccccc2NCc2ccco2)c2ccccc2N1	-1	9	4	-45	-22	i	31	-15	2	nt
CCN(CC)CCC#CC(O)(c1ccccc1)C1CCCCC1 (configuration not stated)	4	3	2	-1	-26	-0.3	0	0	3	-0.1
CCOC(=O)CNC(=O)Cn1cnc2c(nnn2-c2ccc(C)cc2)c1=O	-8	5	2	-15	-13	i	15	-5	-3	nt
N#Cc1cccc(-n2nnnc2-c2ccccn2)c1	3	1	-10	9	-12	-7.7	8	5	10	nt
N=C1C(c2ccccc2)=C(O)CN1c1cccc(S(=O)(=O)N2CCOCC2)c1	-1	-3	5	-9	-6	i	21	-7	1	1.7
COc1ccc(S(=O)(=O)N2CCC(C(=O)NCCc3ccc4c(c3)OCO4)CC2)cc1	-4	-2	10	-14	1	nt	17	4	0	nt
COc1ccc(C(=O)C2CCCN(Cc3cccc4c3OCO4)C2)cc1OC (configuration not stated)	-2	-4	2	13	12	i	26	-10	0	1.8
Cc1ccc(S(=O)(=O)N2CCCCC2)cc1C(=O)N1C(C)CCCC1C (configuration not stated)	8	nt	3	1	-5	i	nt	-5	14	1.4
Cc1c(NC(=O)CSc2ncnc3ccccc23)c(=O)n(-c2ccccc2)n1C	8	2	3	6	-9	-1.3	30	8	3	4.8
Cn1c(=O)n(C)c2cc(N3CCOCC3)c(NC(=O)c3ccc(F)cc3)cc21	4	0	2	0	8	i	20	12	9	0.6
Cc1csc2nc(O)c(C(=O)NCCCN3CCCC3=O)c(=O)n12	-1	nt	1	10	-13	-0.7	nt	-10	-5	2.4
O=C(OCC(=O)N1CCN(c2ccccc2)CC1)c1ccc(O)cc1O	-3	4	6	13	-3	i	-15	-3	-1	0.9
CC(C)Nc1ncnc2c1nnn2Cc1ccccc1	5	0	6	2	1	i	14	-2	-11	nt
COc1cc(OC)c(C(=O)NC2CCCCCC2)cc1OC	-2	-2	-3	4	-12	nt	-5	4	-8	nt
Cc1cc(C(F)F)n2nc(C(=O)Nc3ccc(F)cc3F)nc2n1	-2	-4	-2	6	4	nt	18	-7	-4	nt
OCCNc1nc(C2CC2)nc2c1nnn2Cc1ccccc1Cl	2	-2	-5	0	-11	i	26	1	11	nt
Cn1c(-c2c(N)n(-c3ccccc3)c3nc4ccccc4nc23)nc2ccccc21	-2	2	13	20	-37	i	5	4	1	nt
O=C(NC(=S)NNC(=O)c1ccccc1O)c1ccccc1	-6	4	0	5	9	-0.5	-7	19	-8	1.5
O=C(C1=C(O)C(=O)N(CCN2CCOCC2)C1c1cccc(F)c1)c1cc2ccccc2o1 (configuration not stated)	12	7	42*	-5	0	0.7	-9	-5	14	1.0
Cc1ccc(C)c(C(=O)CCC(=O)Nc2cccnc2)c1	2	5	-1	-2	-7	i	10	-1	7	nt
Brc1ccccc1-c1csnn1	-9	-1	5	0	-30	0.7	-10	-3	-5	0.7
COc1ccc(NCC(=O)NN=C2CCS(=O)(=O)c3ccc(F)cc32)cc1	-4	nt	-7	-8	3	-0.1	nt	2	5	0.6
COc1ccc([N+](=O)[O-])cc1N(CC(O)CN1CCCCC1)S(=O)(=O)c1ccccc1 (configuration not stated)	12	1	-17	16	-5	-0.4	10	-1	3	-0.1
Cn1nnc(C(O)CN2CCOCC2)n1 (configuration not stated)	-1	-3	-5	-4	-8	nt	1	8	3	nt
Cc1nnc2ccc(-c3ccc(NS(=O)(=O)c4ccccc4[N+](=O)[O-])cc3)nn12	4	nt	-12	29	20	i	nt	9	-3	-1.0

Rewritten field by field: three of the compounds above
> O=C(NC(=S)NNC(=O)c1ccccc1O)c1ccccc1
  MazF activator: -6
  3CLpro inhibitor: 4
  PrPC surface inh: 0
  CCHF vOTU inh: 5
  PriA SSB inh: 9
  Vc quorum ag: -0.5
  DUSP3 inh: -7
  Rv3671c inh: 19
  Yp Topo-I inh: -8
  TcdB inh: 1.5
> O=C(C1=C(O)C(=O)N(CCN2CCOCC2)C1c1cccc(F)c1)c1cc2ccccc2o1 (configuration not stated)
  MazF activator: 12
  3CLpro inhibitor: 7
  PrPC surface inh: 42*
  CCHF vOTU inh: -5
  PriA SSB inh: 0
  Vc quorum ag: 0.7
  DUSP3 inh: -9
  Rv3671c inh: -5
  Yp Topo-I inh: 14
  TcdB inh: 1.0
> Cc1ccc(C)c(C(=O)CCC(=O)Nc2cccnc2)c1
  MazF activator: 2
  3CLpro inhibitor: 5
  PrPC surface inh: -1
  CCHF vOTU inh: -2
  PriA SSB inh: -7
  Vc quorum ag: i
  DUSP3 inh: 10
  Rv3671c inh: -1
  Yp Topo-I inh: 7
  TcdB inh: nt

The listing continues.
SMILES	MazF activator	3CLpro inhibitor	PrPC surface inh	CCHF vOTU inh	PriA SSB inh	Vc quorum ag	DUSP3 inh	Rv3671c inh	Yp Topo-I inh	TcdB inh
COc1cccc(C(=O)Nc2ccc(NC(=O)C3C4C=CC(C4)C3C(=O)O)cc2)c1 (configuration not stated)	4	3	2	1	-3	2.9	2	-3	3	2.5
CCc1c(C)sc(NC(=O)c2ccccc2[N+](=O)[O-])c1C(N)=O	7	-1	-8	0	1	-0.3	2	-2	-1	nt
COc1cc(/C=C2\SC(=Nc3ccc(Cl)c(C(=O)O)c3)NC2=O)c(Br)c(Br)c1O	-384	3	-8	-2	1	i	8	nt	-10	0.0
C#CCn1c(=NC(=O)c2ccccc2[N+](=O)[O-])sc2cc(S(C)(=O)=O)ccc21	-15	-2	0	-8	-4	-0.3	15	-44	4	nt
O=C(N1CCC(O)(c2cccnc2)CC1)C12CC3CC(CC(C3)C1)C2	0	0	4	7	-25	-0.3	2	1	16	nt
O=S(=O)(N/N=C\c1ccc2c(c1)OCO2)c1ccc(F)cc1	2	2	4	15	nt	i	6	nt	-1	1.6
Cn1c(SCC(=O)N2CCc3ccccc3C2)nnc1-c1ccncc1	10	-5	41*	6	3	-0.7	10	-2	-2	nt
O=C1C=C(NCc2ccc(Cl)cc2Cl)C2(CCCCC2)O1	0	0	9	-10	-2	-6.7	-5	7	-1	nt
O=C(NNC1=NCCC1)c1cccc(S(=O)(=O)N2CCCC2)c1	-6	-1	8	6	2	i	-14	3	-5	-6.7
Cc1cc(C)c(NC(=O)CS(=O)CC(=O)NCCCc2ccccc2)c(C)c1 (configuration not stated)	-2	-8	-3	0	-14	-0.4	29	-2	0	1.6
CCCCCc1nnc(NC(=O)CN2C(=O)C3CCCCC3C2=O)s1 (configuration not stated)	4	0	-6	14	-25	i	11	0	0	-0.4

These rows are one share of the data; count on the stated rates, not on these rows.
